High-throughput results as filed in PubChem BioAssay.
Mcl1-Noxa inh: disrupts binding of human Mcl-1 to Noxa peptide. Q07820. TR-FRET Mcl-1/Noxa peptide binding, 2 h. inhibition, % at 21.7 µM. 1.5% of 220,000 active. AID 1022;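 active = compounds that cut the protein-peptide binding signal by more than 50% relative to plate controls in a single-dose test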;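 also: His-tagged Mcl-1 with rhodamine Noxa BH3 peptide and terbium anti-His antibody; 0% = Mcl-1 plus Noxa peptide wells and 100% = peptide-only wells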
Target sequence (Q07820 whole entry, looked up): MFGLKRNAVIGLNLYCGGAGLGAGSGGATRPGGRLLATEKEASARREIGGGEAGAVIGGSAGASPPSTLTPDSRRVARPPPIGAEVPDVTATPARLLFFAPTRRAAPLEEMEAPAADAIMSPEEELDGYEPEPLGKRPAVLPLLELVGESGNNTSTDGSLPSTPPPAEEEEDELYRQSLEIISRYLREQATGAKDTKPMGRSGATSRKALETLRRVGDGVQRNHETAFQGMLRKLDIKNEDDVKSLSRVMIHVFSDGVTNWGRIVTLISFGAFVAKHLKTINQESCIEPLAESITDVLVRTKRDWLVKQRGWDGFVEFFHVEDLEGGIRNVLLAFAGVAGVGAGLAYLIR
Rab7 wt modul: dog Rab7 wildtype GTP binding, inhibitors and activators | GST-Rab7 beads, fluorescent GTP binding, flow cytometry; actives lie on both sides; untreated = 100%, excess cold GTP = 0% | GTP binding activity (percent of control), % at 10 µM | 0.055% of 190,000 active;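 active = fluorescent GTP binding to Rab7 beads changed by at least 20 points from the 100% baseline, either direction, mostly lower; inconclusive = compound itself probably fluorescent, or too few beads counted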;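 also: median green fluorescence of bound Bodipy-FL-GTP per Rab7 bead population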
Rac1 wt GTP bind: human Rac1 wildtype GTP binding, inhibitors and activators. GTP binding activity (% of control), % at 10 µM. GST-Rac1 beads, fluorescent GTP binding, flow cytometry; actives lie on both sides; 0 = cold GTP competed, 100 = untreated. P63000. 0.27% of 190,000 active;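 active = GTP binding activity at least 20 points away from the 100% control level, either lower or higher; inconclusive = compound flagged as likely green fluorescent, judged across all proteins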
Rab2A wt mod: changes GTP binding to wildtype dog Rab2A, up or down. 0.19% of 190,000 active. P61105. GST-Rab2 wt beads, Bodipy-GTP binding, flow cytometry. GTP binding activity, % at 10 µM;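 active = GTP binding activity at least 20 points away from 100%, either lowered or raised; inconclusive = signal likely due to the compound's own green fluorescence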;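 also: 0% = beads with excess unlabeled GTP and 100% = no-compound control corrected for plate trend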
Avidin fluor: avidin bead compound fluorescence profile; Avidin beads, compound fluorescence 488/530 nm, flow cytometry; active compounds read high; fluorescence (KMESF) at 10 µM; 0.38% of 220,000 active; AID 1775; in the data active = fluorescence above about 47; also: inactives centre near 10
Mcl1-Bid inh: disrupts binding of human Mcl-1 to Bid peptide | TR-FRET Mcl-1/Bid-Dy647 peptide binding, 1536-well | inhibition, % at 21.7 µM | 0.97% of 220,000 active;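 active = compounds that cut the binding signal by more than half at the single screening dose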;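 also: His-tagged Mcl-1 with europium anti-His antibody binding Bid BH3 peptide; 0% = Mcl-1 plus peptide wells and 100% = peptide-only wells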
HRas wt GTP: human HRas wildtype GTP binding, change in either direction | GST-Ras wt beads, Bodipy-FL-GTP binding, flow cytometry; actives lie on both sides | GTP binding activity, % at 10 µM | AID 759 | 0.14% of 190,000 active | P01112;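 active = GTP binding activity at least 20% away from the 100% baseline, either lowered as inhibitor or raised as activator; inconclusive = flagged as likely green fluorescent, judged across all proteins in the well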;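 also: 0% = unlabeled GTP competition control and 100% = no-compound control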
Target sequence (P01112 whole entry, looked up): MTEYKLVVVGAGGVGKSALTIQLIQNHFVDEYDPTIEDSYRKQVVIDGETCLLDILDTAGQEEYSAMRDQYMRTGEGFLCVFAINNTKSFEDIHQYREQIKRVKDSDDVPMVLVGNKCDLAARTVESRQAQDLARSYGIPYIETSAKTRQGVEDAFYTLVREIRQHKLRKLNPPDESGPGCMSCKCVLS
Rac1 act GTP bind: modulators of GTP binding to human Rac1 activated mutant. P63000. GST-Rac1 activated beads, fluorescent GTP binding, flow cytometry; actives lie on both sides; 100% means binding = to untreated wells. percent activity (GTP binding), % at 10 µM. 0.11% of 190,000 active;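 active = GTP binding at least 20 percentage points away from the 100% baseline, in either direction, so actives lie on both sides; inconclusive = Compound likely fluorescent itself, or too few beads counted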
Mcl-1 Bim block: human Bim-Mcl-1 interaction inhibition; inhibition, % at 10 µM; 0.1% of 190,000 active; Bead-based flow cytometry, Bim peptide-Mcl-1 binding; in the data active = inhibition above about 40%;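 also: 0% = no compound tracer wells and 100% = peptide blocker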
Cdc42 wt GTP: changes GTP binding to wildtype human Cdc42 | P60953 | GST-Cdc42 beads, Bodipy-GTP binding, flow cytometry; actives lie on both sides | percent activity (GTP binding), % at 10 µM | 0.2% of 190,000 active;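 active = percent activity GTP binding at least 20 points away from the 100% baseline, either down as inhibitor or up as activator; inconclusive = compound flagged as likely green fluorescent from well-wide comparison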;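 also: median bead fluorescence of bound Bodipy-FL-GTP at 100 nM; 0% = excess unlabeled GTP control and 100% = no compound control; below 100% means less GTP binding so inhibitor and above means activator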
Target sequence (P60953 whole entry, looked up): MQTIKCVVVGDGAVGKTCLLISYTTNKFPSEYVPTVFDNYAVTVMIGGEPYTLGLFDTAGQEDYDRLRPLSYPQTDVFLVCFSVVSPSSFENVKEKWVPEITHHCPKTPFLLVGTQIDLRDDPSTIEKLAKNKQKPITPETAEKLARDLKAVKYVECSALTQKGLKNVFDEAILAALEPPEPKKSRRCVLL
Pf gamet viab: P. falciparum stage V gametocyte viability inhibition | P. falciparum stage V gametocytes, ATP luminescence, 24 h | inhibition, % at 10.9 µM | 0.065% of 150,000 active | AID 743093;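 active = inhibition above the mean plus 3 SD of compounds within the control limits, set per campaign, cut at about 38% in these data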;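 also: 0% = DMSO wells and 100% = medium only without gametocytes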
Numbers without * were called inactive; ? = inconclusive; nt = no result given.

SMILES	Mcl1-Noxa inh	Rab7 wt modul	Rac1 wt GTP bind	Rab2A wt mod	Avidin fluor	Mcl1-Bid inh	HRas wt GTP	Rac1 act GTP bind	Mcl-1 Bim block	Cdc42 wt GTP	Pf gamet viab
Cc1ccc(-c2cn3cc(C)ccc3n2)cc1	8	107	98	99	6	-11	99	95	-4	97	24
Cc1cnc(NC(=O)c2cccc(S(=O)(=O)N3CC(C)OC(C)C3)c2)s1 (centres undefined)	8	104	96	97	11	-5	96	93	-1	94	-37
COC(=O)C1=C(C)NC(=O)/C1=C\N(C)C	13	101	100	99	14	-44	98	95	0	99	nt
CC(=O)/C(=N\Nc1ccc(C)cc1)Sc1nncn1C	13	100	102	102	3	-4	98	96	-6	99	nt
Cc1ccc2c(c1)cc(CN(C(=O)N1CCOCC1)C1CCCC1)c1nnnn12	-27	102	99	98	5	1	100	96	1	99	-11
COc1ccc(C(=O)NC(=S)Nc2cc(C)ccn2)cc1[N+](=O)[O-]	16	100	104	100	41	-19	98	101	-3	103	-8
CC(=O)N1c2ccccc2C(C)CC12CCCCC2 (centres undefined)	-20	103	101	97	24	33	98	95	-2	98	-2
Cc1cccc(NC(=O)c2ccc(COc3ccc4ccccc4c3)o2)n1	-2	102	91	92	9	-33	94	90	-1	91	-14
Cc1cc(=O)c2n(Cc3ccccc3Cl)nc[n+]2[nH]1	3	96	101	97	33	-1	98	96	-3	99	-22
CC12CCC(=O)N1C(C(=O)OCC(=O)Nc1cccc(Br)c1)CS2 (centres undefined)	14	98	98	98	10	7	97	94	0	99	0

Individual results from the entries so far:
Mcl-1 Bim block, CC12CCC(=O)N1C(C(=O)OCC(=O)Nc1cccc(Br)c1)CS2 (centres undefined) reads 0
Mcl1-Bid inh, COc1ccc(C(=O)NC(=S)Nc2cc(C)ccn2)cc1[N+](=O)[O-] reads -19
Mcl1-Bid inh, Cc1cccc(NC(=O)c2ccc(COc3ccc4ccccc4c3)o2)n1 reads -33
Pf gamet viab, Cc1ccc2c(c1)cc(CN(C(=O)N1CCOCC1)C1CCCC1)c1nnnn12 reads -11
Mcl1-Bid inh, Cc1ccc(-c2cn3cc(C)ccc3n2)cc1 reads -11
HRas wt GTP, Cc1cc(=O)c2n(Cc3ccccc3Cl)nc[n+]2[nH]1 reads 98
Mcl1-Noxa inh, COC(=O)C1=C(C)NC(=O)/C1=C\N(C)C reads 13

The list goes on.
SMILES	Mcl1-Noxa inh	Rab7 wt modul	Rac1 wt GTP bind	Rab2A wt mod	Avidin fluor	Mcl1-Bid inh	HRas wt GTP	Rac1 act GTP bind	Mcl-1 Bim block	Cdc42 wt GTP	Pf gamet viab
CCCCOc1ccc(-c2nc(=S)[nH][nH]2)cc1	9	98	104	100	4	-111	100	97	-7	100	16
CC1CCCCN1C(=O)COc1ccc(NC(=O)c2ccco2)cc1 (centres undefined)	4	102	104	106	13	7	105	100	-1	105	-13
O=C(CSCC(=O)Nc1cccc([N+](=O)[O-])c1)Nc1ccccc1	-9	97	100	99	3	-9	100	98	0	102	nt
CCOc1cc(S(=O)(=O)N2CCOCC2)ccc1F	14	98	104	98	17	2	99	98	-3	101	-18
Cc1cc(C)n(CCNC(=O)c2cc(COc3ccc(F)cc3Cl)on2)n1	10	101	99	98	7	-51	98	95	0	97	-5
Cn1cc(C(=O)NC2C3CC4CC(C3)CC2C4)cn1 (centres undefined)	3	100	106	101	4	-6	101	101	-1	104	12
COc1ccccc1N1C(=O)c2ccc(C(=O)Nc3nccs3)cc2C1=O	26	102	106	100	11	12	100	99	-2	101	8
CCNC(=O)C(=O)Nc1ccc([N+](=O)[O-])cc1	1	106	97	99	22	-11	100	95	0	99	14
CC(C)NCC(O)COc1ccc(Br)cc1 (centres undefined)	-3	92	97	94	9	-63	94	94	0	94	nt
O=C(CSC(=S)N1CCCCC1)c1ccccc1	7	104	99	98	10	-17	99	94	0	98	-3
O=C(COC(=O)c1ccncc1)Nc1ccccc1	8	97	97	96	nt	-5	96	93	-3	94	-9
CCC(C)Oc1ccc(/C=C/c2[nH]c(=O)[nH]c(=O)c2[N+](=O)[O-])cc1OC (centres undefined)	11	93	95	96	9	-11	92	91	0	95	26
CCN(CC)CCCNC(=O)/C(=C\c1cccn1C)NC(=O)c1cccs1	18	100	105	101	14	-66	102	100	-7	108	nt
O=c1[nH]c(=S)c2c(n1-c1ccccc1)CCC2	8	105	103	105	7	-19	102	98	-3	100	-31
O=c1c2ccccc2nnn1CSc1nnc(-c2ccc3c(c2)OCO3)o1	-13	91	91	90	15	-8	92	91	-2	92	1
Cc1cc(C)n2nc(-c3ccccc3)cc2n1	-7	104	93	98	11	-21	95	93	0	95	nt
O=C1CC(N(CCc2ccccc2)C(=S)Nc2cc(Cl)ccc2Cl)C(=O)N1c1c(Cl)cccc1Cl (centres undefined)	3	94	97	96	40	-13	97	95	-1	97	-18
COc1ccc(OCC(=O)N2CCN(C(=O)c3cccc4ccccc34)CC2)cc1	-3	104	101	99	9	0	98	96	-3	95	8
COc1ccc(C(=O)NCc2ccccn2)cc1[N+](=O)[O-]	18	99	94	99	10	-3	93	93	-1	90	1
COc1ccc(C(=O)N2CCN(C(=O)c3ccco3)CC2)cc1OC	2	100	102	102	3	-2	100	100	-1	101	nt
COC(=O)[C@H](C)NC(=O)/C=C/c1ccc(OC)cc1	12	96	101	98	11	-4	98	98	-4	99	15
O=C1OCCN1/N=C/c1ccc([N+](=O)[O-])o1	17	104	105	105	6	-4	103	101	-5	101	nt
Cc1cccc(C)c1OCC(O)Cn1nnc2ccccc21 (centres undefined)	1	98	99	96	35	-10	101	98	-2	99	20
O=C(c1cc([N+](=O)[O-])ccc1N1CCCC1)N1CCCCC1	12	102	100	97	13	-12	99	95	0	99	0
O=C(CSc1nnc(-c2cccnc2)n1-c1ccccc1)Nc1ccccn1	9	102	103	103	11	-11	103	100	-2	102	nt
CCC(C)c1ccc(O)c(NC(=O)c2ncn[nH]2)c1 (centres undefined)	3	99	99	99	7	-23	97	98	-1	102	nt
COCCn1c(SCC#N)nnc1-c1ccc2c(c1)OCO2	-17	101	112	101	7	-27	102	103	2	105	-34
O=C(O)CCNc1nc(C(F)(F)F)nc2ccccc12	-3	95	97	95	10	-4	95	94	2	94	4
Cc1cc([N+](=O)[O-])nn1Cc1ccc(C(=O)N/N=C/c2ccc(O)cc2O)cc1	16	92	90	91	-1	-19	92	95	12	97	nt
O=C(NCc1ccco1)C1CC(=O)N(c2ccc(O)cc2)C1 (centres undefined)	-4	?	?	?	15	-23	?	?	0	?	-15
Cc1cc2nc(-c3cccc(NC(=O)c4ccc(Br)o4)c3)oc2cc1C	-2	92	93	87	39	18	89	88	-3	93	nt
Cc1occc1-c1nnc(SCC(=O)Nc2ccccc2)n1C	12	105	101	101	9	3	102	100	0	102	15
C=CCN1C(=O)/C(=C/c2ccc(O)c(OC)c2)S/C1=N/c1nccs1	14	99	97	98	15	-40	99	100	0	98	nt
CN(C(=O)COC(=O)c1ccc([N+](=O)[O-])cc1N)c1ccccc1	7	106	102	101	9	-23	100	98	-3	100	-12
C/C(CC(=O)Nc1ccccn1)=N\NC(=O)C(=O)Nc1cccc(Cl)c1C	-25	100	99	100	23	-30	100	97	0	102	nt
COc1ccc(CN(C)CC(=O)NC2CCCc3ccccc32)cc1OC (centres undefined)	11	100	99	98	8	-22	98	95	0	93	nt
Cn1c(=O)c2cc(S(=O)(=O)NCCC(=O)Nc3ccccc3F)ccc2n(C)c1=O	14	107	105	104	6	0	104	103	0	105	nt
CC(C)CSc1nsc(N)n1	7	?	?	?	7	-9	?	?	2	?	nt
CC1CCCCN1S(=O)(=O)c1ccc2c(c1)oc(=O)n2CC(=O)O (centres undefined)	-7	97	102	96	17	-5	102	97	-4	100	6
COc1ccc(C(=S)NC2CCCCC2)cc1	nt	96	94	95	9	6	97	95	-10	98	nt
CCn1c(=O)c(C(=O)Nc2nc3ccccc3[nH]2)c(O)c2ccccc21	-49	95	98	95	4	-7	96	97	nt	96	nt
Cc1ccc(-c2nc(-c3ccccn3)no2)cc1Cl	8	98	105	101	11	-19	102	101	-5	103	nt
COc1ccc(CCNC(=O)CSc2nc3c(c(=O)n(C)c(=O)n3C)n2C(C)C)cc1OC	-3	106	103	105	12	-24	107	98	2	107	-5
O=C(CSC1=NCCS1)NC(NC(=O)CSC1=NCCS1)c1ccccc1	2	97	93	95	8	-24	91	93	-3	91	-1
c1cc2nnnn2nc1N1CCCCCC1	-5	100	104	102	24	1	100	100	3	101	nt
CCOc1ccc(NC(=S)NNC(=O)c2ccc(Br)cc2)cc1	-62	96	98	92	8	-62	93	92	-1	87	-11
O=C(c1cccs1)N(Cc1cc2ccccc2[nH]c1=O)c1ccccc1	-8	102	101	100	7	2	100	97	-2	97	-2
CS(=O)(=O)Nc1ccc(C2=NN(S(C)(=O)=O)C(c3cccs3)C2)cc1 (centres undefined)	16	97	100	99	6	-19	102	97	2	100	-10

Random excerpt: 5 compounds from above.
SMILES	Mcl1-Noxa inh	Rab7 wt modul	Rac1 wt GTP bind	Rab2A wt mod	Avidin fluor	Mcl1-Bid inh	HRas wt GTP	Rac1 act GTP bind	Mcl-1 Bim block	Cdc42 wt GTP	Pf gamet viab
COc1ccc(CCNC(=O)CSc2nc3c(c(=O)n(C)c(=O)n3C)n2C(C)C)cc1OC	-3	106	103	105	12	-24	107	98	2	107	-5
c1cc2nnnn2nc1N1CCCCCC1	-5	100	104	102	24	1	100	100	3	101	nt
O=C(CSC1=NCCS1)NC(NC(=O)CSC1=NCCS1)c1ccccc1	2	97	93	95	8	-24	91	93	-3	91	-1
CCOc1ccc(NC(=S)NNC(=O)c2ccc(Br)cc2)cc1	-62	96	98	92	8	-62	93	92	-1	87	-11
O=C(c1cccs1)N(Cc1cc2ccccc2[nH]c1=O)c1ccccc1	-8	102	101	100	7	2	100	97	-2	97	-2
